EBI2 antag: blocks human EBI2 receptor beta-arrestin signaling | EBI2 beta-arrestin recruitment, luminescence, 7a,25-OHC stimulated | inhibition, % at 5 µM | hit rate 0.81% among 360,000 | P32249 | AID 651636; in the data active = inhibition above about 38%;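 note: enzyme fragment complementation signal reports receptor beta-arrestin coupling in cells; 0% = agonist plus DMSO wells and 100% = wells without agonist; some results beyond the cut were filed as inactive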
Target sequence (P32249 whole entry, looked up, the tested form may be a part): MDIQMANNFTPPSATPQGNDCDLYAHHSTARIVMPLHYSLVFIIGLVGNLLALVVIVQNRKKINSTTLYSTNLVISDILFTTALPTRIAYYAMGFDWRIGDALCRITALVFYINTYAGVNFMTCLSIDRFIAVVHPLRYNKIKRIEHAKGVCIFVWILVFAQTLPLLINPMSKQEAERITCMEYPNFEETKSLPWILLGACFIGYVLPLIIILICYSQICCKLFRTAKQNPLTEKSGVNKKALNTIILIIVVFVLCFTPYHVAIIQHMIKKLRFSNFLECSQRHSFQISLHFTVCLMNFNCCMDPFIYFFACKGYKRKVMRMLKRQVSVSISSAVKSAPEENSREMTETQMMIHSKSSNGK
tim23-1 inh: growth inhibitors of tim23-1 mutant yeast | AID 463212 | S. cerevisiae tim23-1 growth, BacTiter-Glo luminescence, 24 h | hit rate 1.3% among 330,000 | inhibition, % at 20 µM;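 active = growth inhibition of the mutant yeast at or above 50%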;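 note: temperature-sensitive mutant grown at 25 °C; plate controls were DMSO-treated mutant yeast for no effect and medium wells lacking yeast for full effect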
XBP1 UPR activ: activators of adaptive arm of unfolded protein response (XBP1); activation, % at 20 µM; AID 463104; CHO-XBP1 luciferase reporter, IRE1-XBP1 UPR activation, luminescence; percent of tunicamycin response, DMSO as zero; hit rate 0.33% among 330,000;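 active = versus positive control, 20 µM dose yields 30% or more activation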;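 note: 100% = tunicamycin at 10 µg/mL and 0% = DMSO only wells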
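Material: CHO-XBP1 cells stably carrying IRE1-XBP1-driven luciferase reporter | Medium: F12 with 10% serum | Compound dosing: 20 µM single concentration, DMSO 1% | Incubation: Overnight seeding at 37 °C, 6 h compound treatment at 37 °C | Detection: Steady-Glo luminescence read | Read-out basis: % activation of reporter signal versus tunicamycin and DMSO controls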
CCR6 antag: CCR6 (human) receptor antagonism | P51684 | CHO-K1 CCR6 PathHunter beta-arrestin, luminescence, CCL20-stimulated | inhibition, % at 20 µM | hit rate 0.49% among 340,000 | AID 493098;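 active = compounds whose inhibition of the agonist-driven luminescence signal at 20 µM reaches about 50%, limit read from the data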;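 note: cells stimulated with CCL20 at 14 nM final; plate controls were DMSO with CCL20 for no effect and DMSO without agonist for full effect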
Target sequence (P51684 whole entry, looked up): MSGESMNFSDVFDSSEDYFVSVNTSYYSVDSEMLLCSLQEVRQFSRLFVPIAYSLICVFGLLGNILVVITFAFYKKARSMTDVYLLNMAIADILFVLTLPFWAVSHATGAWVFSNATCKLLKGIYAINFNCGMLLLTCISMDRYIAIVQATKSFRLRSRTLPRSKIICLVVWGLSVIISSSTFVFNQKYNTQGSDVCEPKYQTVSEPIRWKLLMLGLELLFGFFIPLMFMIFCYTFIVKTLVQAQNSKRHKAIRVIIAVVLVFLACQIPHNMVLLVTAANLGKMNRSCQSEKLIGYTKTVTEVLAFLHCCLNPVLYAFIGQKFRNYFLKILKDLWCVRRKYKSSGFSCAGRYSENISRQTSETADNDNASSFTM
APJ agonist: activates the human apelin receptor APJ | activation, % at 20 µM | hit rate 0.11% among 330,000 | AID 2520 | CHO-K1 APJ PathHunter beta-arrestin, luminescence; 0% DMSO wells, 100% apelin;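 active = activation more than six SD over the plate average, tested at 20 µM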;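 note: 0% = DMSO alone and 100% = apelin-13 at 10 nM; some results filed as inactive read as strong as hits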
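Assay system: engineered CHO-K1 APJ arrestin reporter cells; Amount: 1000 CHO-K1 reporter cells seeded per well; Dosing: one dose, 20 µM compound, 1% DMSO; Times: compound stimulation 90 min at 25 °C, detection 60 min; Measured by: luminescent beta-gal fragment complementation, chemiluminescent substrate; Read-out: APJ–arrestin association signal; Controls: DMSO vs Apelin-13 10 nM.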
Mdm2 MdmX PPI: inhibitors of human Mdm2/MdmX interaction; SaOS-2 split-luciferase Mdm2/MdmX complementation, luminescence; AID 485346; hit rate 3% among 330,000; O15151+Q00987; inhibition, % at 8 µM;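 active = inhibition of at least 50% at 8 µM in the primary screen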
APJ antagonist: APJ receptor antagonism | P35414 | inhibition, % at 20 µM | hit rate 0.32% among 330,000 | CHO-K1 APJ beta-arrestin complementation, luminescence;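 active = inhibition above about 40% at 20 µM, limit read from the data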;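 note: cells challenged with 10 nM apelin-13 agonist together with compound; plate controls were apelin-13 plus DMSO wells for no effect and DMSO wells lacking apelin-13 for full effect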
CHOP UPR activ: apoptotic UPR (CHOP) activation; activation, % at 10 µM; CHO-CHOP luciferase reporter, luminescence; percent of tunicamycin response over DMSO baseline; hit rate 0.34% among 330,000;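 active = at 10 µM dose, activation of 40% or more, normalized to positive control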;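 note: 100% = tunicamycin at 10 µg/mL and 0% = DMSO alone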
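assay system = CHO CHOP reporter cells | amount = 500 CHO-CHOP cells per well | buffer or medium = F12 with 10% FBS | incubation = 16-18 h cell attachment, then 6 h compound exposure, 37 °C | detection = luminescence read with Steady-Glo | read-out = percent activation relative to tunicamycin control | controls = tunicamycin high control, DMSO low control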
CXCR6 inh: blocks human CXCR6 beta-arrestin recruitment; O00574; CHO-K1 PathHunter CXCR6 beta-arrestin, luminescence; inhibition, % at 20 µM; hit rate 0.36% among 360,000; AID 602244; in the data active = inhibition above about 34%, passing the limit was not always enough;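 note: antagonist mode with CXCL16 agonist at 10 nM final; 0% = 10 nM CXCL16 with DMSO and 100% = unstimulated wells without agonist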
Target sequence (O00574 whole entry, looked up): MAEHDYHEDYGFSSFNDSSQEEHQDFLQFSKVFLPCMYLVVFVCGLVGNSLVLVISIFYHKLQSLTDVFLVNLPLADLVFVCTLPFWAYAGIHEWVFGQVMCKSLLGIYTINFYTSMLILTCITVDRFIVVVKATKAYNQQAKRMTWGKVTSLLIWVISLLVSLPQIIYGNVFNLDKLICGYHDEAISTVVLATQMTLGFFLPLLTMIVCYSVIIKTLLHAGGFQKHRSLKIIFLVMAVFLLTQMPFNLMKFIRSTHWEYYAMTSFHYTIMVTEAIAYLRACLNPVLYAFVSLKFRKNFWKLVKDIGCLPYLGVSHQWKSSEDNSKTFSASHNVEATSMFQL
Active calls of the source: *; x = no result given. Some of the compounds tested, so the mix of outcomes need not match the whole.

SMILES	EBI2 antag	tim23-1 inh	XBP1 UPR activ	CCR6 antag	APJ agonist	Mdm2 MdmX PPI	APJ antagonist	CHOP UPR activ	CXCR6 inh
CCc1nn(C(C)C(=O)NC2CCCCCC2)c(=O)c2cc3occc3n12 (stereo not given)	-3	34	-4	3	1	6	16	1.3	-6
CCCCn1c(-c2ccc(C(C)(C)C)cc2)nc2cc3[nH]c(=O)c(C(C)C)nc3cc21	16	28	7	-4	3	64*	-7	0.3	-8
Cc1cc(C)c(NC(=O)CCCN2CCCC2)c(C)c1	-5	-13	-3	6	-2	3	-10	1.4	8
CCOc1ccccc1NC(=O)CCS(=O)(=O)c1cccs1	-14	10	-7	-1	-2	-25	17	0.9	1
CCn1c(C2CC(=O)N(c3ccc(C)c(C)c3)C2)nc2ccccc21 (stereo not given)	1	-20	-1	6	3	22	1	-1.3	9
COc1ccc(S(=O)(=O)N2CCC(N3CCCCC3)CC2)cc1	-1	18	-3	-4	0	-11	9	-1.0	-3
O=C(/C=C/c1ccc(Cl)cc1)NCCCN1CCOCC1	14	-8	-3	-2	-3	-13	-1	-0.3	-5
CC(=O)Nc1cc2nn(-c3ccccc3)nc2cc1C	0	23	-8	12	0	-57	12	-1.8	0
CC(=O)c1cn(C(=O)c2ccc(Cl)cc2)c2ccccc12	-8	27	-7	18	-4	-11	10	2.5	0
O=C(NCC1OCCCN1S(=O)(=O)c1ccc(F)cc1)C(=O)NC1CCCC1 (stereo not given)	0	4	-3	10	7	9	-1	-1.2	4
c1cncc(-c2ccnc3ncnn23)c1	-7	-1	-3	10	-2	7	17	0.3	1
CCCCn1c(O)c(N=NC(=O)c2ccncc2)c2cc(Br)ccc21	5	1	12	17	0	64*	14	1.0	18
Cc1ccc(N(CC(=O)NCc2ccc3c(c2)OCO3)C(=O)c2csnn2)cc1	-6	8	0	10	0	2	8	1.1	0
COc1ccc(OC)c(S(=O)(=O)CC(O)CS(=O)(=O)c2ccccc2)c1 (stereo not given)	-9	-11	4	-2	4	-1	-8	-1.2	-3
O=C(Nc1ccc2[nH]c(=O)[nH]c2c1)c1cccc([N+](=O)[O-])c1	-5	4	-3	10	-3	-2	8	1.1	-10
Cc1ccc(C2CC(C(F)(F)F)n3nc(C(=O)NCc4c(C)nn(C)c4C)c(Cl)c3N2)cc1 (stereo not given)	-12	26	-3	0	4	24	9	1.7	-14
CCN(c1ccc(NC(=O)CN2C(=O)NC3(CCOc4ccccc43)C2=O)cc1)C(C)C (stereo not given)	4	5	0	4	-2	1	-12	-1.0	5
N=C1C(c2nc3ccccc3[nH]2)=C(O)CN1C1CCCCC1	4	4	8	13	-3	-40	-1	8.0	5
Cc1ccc(NC(=O)Cn2c(=O)c3cccn3c3ccccc32)cc1	-11	-5	15	14	-4	27	2	-1.0	5
CCN(C(=O)c1ccc(NC(C)=O)cc1)c1ccccc1C	-3	13	1	-11	-2	12	6	-3.5	5
COc1ccc2nc(NC(=O)c3cccs3)sc2c1	-11	43	-2	15	-4	-93	-6	-0.1	5
O=[N+]([O-])c1ccccc1/C=C/C=N/Nc1ccc(S(=O)(=O)Nc2ccc(Cl)cc2)cc1[N+](=O)[O-]	16	15	-4	38	-1	56*	36	-2.0	31
O=C(C1=C[C@H](c2ccccc2)C[C@H](OCCCCO)O1)N1CCN(Cc2ccc3c(c2)OCO3)CC1	-4	6	-1	2	-1	23	19	2.1	-4
CC(OC1=CC(=O)CCC1)C(=O)c1ccccc1 (stereo not given)	-30	16	2	6	-4	-31	-1	-1.7	-3
CCOC(=O)Nc1ccc2c(c1)N(C(=O)N(C)C)c1ccccc1CC2	4	19	-3	-16	0	1	-6	-3.5	-7

5 entries already listed, ordered by SMILES length, smallest number first.
SMILES	EBI2 antag	tim23-1 inh	XBP1 UPR activ	CCR6 antag	APJ agonist	Mdm2 MdmX PPI	APJ antagonist	CHOP UPR activ	CXCR6 inh
CC(OC1=CC(=O)CCC1)C(=O)c1ccccc1 (stereo not given)	-30	16	2	6	-4	-31	-1	-1.7	-3
CC(=O)Nc1cc2nn(-c3ccccc3)nc2cc1C	0	23	-8	12	0	-57	12	-1.8	0
CCOc1ccccc1NC(=O)CCS(=O)(=O)c1cccs1	-14	10	-7	-1	-2	-25	17	0.9	1
Cc1ccc(NC(=O)Cn2c(=O)c3cccn3c3ccccc32)cc1	-11	-5	15	14	-4	27	2	-1.0	5
O=C(Nc1ccc2[nH]c(=O)[nH]c2c1)c1cccc([N+](=O)[O-])c1	-5	4	-3	10	-3	-2	8	1.1	-10

The results go on.
SMILES	EBI2 antag	tim23-1 inh	XBP1 UPR activ	CCR6 antag	APJ agonist	Mdm2 MdmX PPI	APJ antagonist	CHOP UPR activ	CXCR6 inh
COCC(=O)Nc1cc(Cl)c(OC)cc1OC	1	11	0	4	-3	-4	7	0.0	3
Cc1c(C(=S)Nc2ccccc2)cnn1-c1ccc([N+](=O)[O-])cc1	-6	44	2	-13	8	-20	-30	2.7	-28
Cc1ccc(Cn2c(Sc3nnc(C)s3)nc3c2c(=O)[nH]c(=O)n3C)cc1	3	11	5	-2	-1	-32	-4	1.9	-5
COc1ccc(NC(=O)NC2(C)CCS(=O)(=O)C2)cc1 (stereo not given)	-6	-2	-3	7	-2	12	5	-0.3	11
CN1C[C@@H]2[C@@H]3C(=O)N(Cc4ccccc4)C(=O)[C@@H]3[C@](C)(C1=O)N2C(=O)c1ccc(Cl)cc1	5	5	0	2	-4	-1	6	2.2	3
Cc1oc(C(C)(C)C)cc1C(=O)NCc1ccc2c(c1)OCO2	-4	29	-2	5	0	5	-6	-0.2	0
CCn1c(SCC(=O)NC2CC2)nnc1-c1ccccn1	-21	0	-3	11	2	17	-25	2.9	-7
COc1ccc(-c2noc(N3CCC(C(=O)Nc4ccc(F)cc4)CC3)n2)cc1	3	4	2	13	2	-14	21	0.5	-2
O=C(CSc1nnc(CNC(=O)c2cccs2)o1)NCC1CCCO1 (stereo not given)	-10	9	0	-6	-1	-12	17	-1.7	-15
Cc1ccc(S(=O)(=O)NNC(=O)/C=C/c2cccc(F)c2)cc1	0	-6	-7	-4	-1	32	12	-0.8	10
Cc1ccc(NC(=O)C(c2ccccc2)c2ccccc2)c(O)c1	6	27	-2	18	-2	33	2	0.3	0
Cn1cnnc1SCC(=O)Nc1ccccc1C(=O)NC1CCCC1	-3	4	-2	6	0	17	9	-2.3	1
COc1cccc(NC(=O)CSc2c3c(nc4ccccc24)CCCC3)c1	14	34	-3	13	0	36	7	1.1	7
CC(=O)Nc1ccc(-c2nc3ccccc3o2)cc1	-5	10	-3	17	1	-165	3	2.7	0
Fc1ccc(Nc2c3c(nc4ccccc24)CCC3)cc1	1	3	0	15	-1	-11	11	0.8	-2
CCCCNC(=O)O[C@@H]1C[C@H]2CCCC(=O)N3CC[C@@H](C1)[C@@H]23	-5	16	1	-4	-3	10	1	2.5	4
CC(=O)c1cccc(CN2CCCC(C(=O)c3ccc4c(c3)OCO4)C2)c1 (stereo not given)	9	-8	-3	6	-4	-7	5	-1.8	-1
CCS(=O)(=O)c1ccc2oc(Nc3cccc(OC)c3)nc2c1	1	30	1	20	6	-16	-15	3.9	-6
COc1ccccc1CNC(=O)c1ccc(NS(=O)(=O)c2cccs2)cc1	-11	17	1	8	-5	7	-5	-1.6	-2
C=CCC1[C@H](C)[C@H]2[C@@H]3CC[C@@H](C3)[C@H]2CN1S(=O)(=O)c1ccc(C)cc1 (stereo not given in full)	3	36	0	21	x	30	x	0.1	1
CC[C@@]1(C(=O)OC)N[C@H](CN(C)C(=O)c2ccc(C)cc2)[C@@H]2C(=O)N(Cc3ccccc3)C(=O)[C@@H]21	0	9	-3	-3	-1	8	-1	-0.5	-4
CC(=O)NCCNc1nc2c(-c3cccc(C(F)(F)F)c3)nnn2c2ccccc12	-13	5	-3	12	-3	15	1	4.0	-5
Cc1cc(NC(=O)CSc2nnc(-c3ccncc3)n2Cc2ccccc2)n(-c2ccccc2)n1	-4	-3	-5	-7	-1	-4	-4	0.3	2
CCOC(=O)C1(Cc2ccccc2C(F)(F)F)CCN(C2CCN(C(C)=O)CC2)CC1	4	20	-2	12	-2	8	7	-1.8	0
CCCOc1ccc(CCCN=C(N)N)cc1Cl	1	-12	-2	2	-6	52*	-16	-3.2	-6
Other results follow.
SMILES	EBI2 antag	tim23-1 inh	XBP1 UPR activ	CCR6 antag	APJ agonist	Mdm2 MdmX PPI	APJ antagonist	CHOP UPR activ	CXCR6 inh
CCOC(=O)N1CCN(C(=O)C2CCCCC2)CC1	2	8	1	-28	-4	-4	5	0.4	7
Brc1ccc(C2=CC(c3ccco3)n3ncnc3N2)cc1 (stereo not given)	26	29	1	1	-4	12	13	-1.2	-10
Cc1ccc(C2=NN(C(=O)C3CCCO3)C(c3ccco3)C2)cc1 (stereo not given)	-9	28	1	-6	-3	21	3	0.5	-5
O=C(CN1CCCCCC1)Nc1cc(C(F)(F)F)ccc1Cl	3	32	-1	15	3	-10	3	0.1	0
NC(=O)C1(N2CCCCC2)CCN(C(=S)NCCc2ccccc2)CC1	-11	-2	1	-13	-2	6	-12	0.9	-12
CN1C(=O)/C(=C/c2ccccc2OCc2ccccc2F)NC1=S	-1	6	-1	13	-2	16	15	0.0	-6
COC(=O)C1=C(N)OC2=C(C(=O)CC(C)(C)C2)C1c1cc2c(cc1Cl)OCO2 (stereo not given)	0	33	-6	8	-2	23	1	1.0	14
CCC(C)Nc1nc(-c2ccccn2)nc2ccccc12 (stereo not given)	-12	-15	11	34	-6	82*	28	47*	11
COc1ccc(OCCN2CCN(C(=O)c3ccc(OC(F)F)c(OC)c3)CC2)cc1	23	15	3	12	0	29	2	-0.4	-6
C/C(=N\NC(=O)Cc1c(F)cccc1Cl)c1cccnc1	-3	4	0	21	6	-10	7	0.1	6
COc1ccc(CN(C)C(=O)Cn2cnc3c(NCc4ccccc4)ncnc32)cc1OC	-5	31	2	26	x	8	x	-0.8	7
CCN1CCN(CCNC(=O)c2ccc3c(c2)N(Cc2cccc(Cl)c2)C(=O)c2ccccc2S3=O)CC1 (stereo not given)	-10	-12	2	20	-3	40	18	0.6	14
N#CC1(NC(=O)CSc2ccccn2)CCCCC1	-7	-4	1	4	1	17	12	0.0	0
COc1ccccc1-c1nnc2n1N=C(C)CS2	-8	7	-1	-11	-5	0	-7	-0.2	-4
COP1(=O)C=C[C@H](N(Cc2ccccc2)S(=O)(=O)c2ccccc2[N+](=O)[O-])[C@@H](C)O1 (stereo not given in full)	8	23	0	15	1	-3	3	-0.3	4
O=C1NC(c2cccs2)Nc2sc3c(c21)CCCC3 (stereo not given)	0	-27	5	-14	5	-5	7	4.7	-6
CC(=O)N1CCc2cc(S(=O)(=O)N3c4ccccc4CC3C)ccc21 (stereo not given)	4	-4	4	8	-4	61*	7	-0.4	-3
